Screens: PubChem, Sanford-Burnham Center for Chemical Genomics
Hsp70 displacement: small molecules displacing fluorescent ligand from Hsp70 – biochemical, fluorescence polarization, primary screen (AID 583); Hsp70 fluorescence polarization probe displacement, mP; higher % means a stronger effect; displacement, % at 20 µM, or IC50 in µM where a hit was titrated; 140,000 compounds, 0.06% hits; in the data active means displacement above about 50%;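 further: plate controls were vehicle for no effect and reference ligand for full effect; a part of the inactive calls stands beside numbers as strong as those of hits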
MKP-3 inhibition: MKP-3 phosphatase inhibitors, primary screen, biochemical, rat enzyme, in vitro (AID 425). 110,000 compounds, 0.17% hits. recombinant MKP-3 phosphatase activity, fluorescence; higher % means a stronger effect. one-dose inhibition, % at 20 µM; IC50 in µM for titrated hits; in the data active means inhibition above about 50%;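 further: plate controls were vehicle for no effect and reference inhibitor for full effect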
An asterisk follows results filed as active; · = no result given; & = joins results of further samples. An excerpt; rates above refer to the full screens.

SMILES	Hsp70 displacement	MKP-3 inhibition
Cc1cc(C)n(C(=O)c2cc3c(s2)CCCC3)n1	2.8%	·
Cc1ccc(C(=O)Nc2ccncc2)o1	7.0%	-10.3%
O=C(Nc1ccccc1C(F)(F)F)c1ccc(OC2CSC2)cc1	-3.2%	0.9%
O=C1c2ccccc2C(=O)N1CCCc1nc2ccccc2c(=O)n1-c1ccncc1	-5.4%	0.1%
CC(C)c1ccc(/C=C2/SC(=S)N(CN3CCOCC3)C2=O)cc1	-1.1%	9.0%
CNC(=O)Cn1nc(C)c2ccccc2c1=O	-0.1%	-8.1%
COC(=O)c1sccc1NS(=O)(=O)c1ccc(OC)cc1	-6.2%&4.3%	-1.3%&1.0%
COc1ccccc1NC(=O)N(Cc1ccccc1)C1=NCC(C)S1 (configuration not stated)	-0.8%	9.9%
Cc1ccc(N2C(=O)c3ccc(C(=O)Nc4ccc5c(c4)OCO5)cc3C2=O)cc1C	-0.7%	2.2%
O=C(N1CCCC1)C12CCC3CC(CC(C3)C1)C2	0.2%	·
Cc1cnn(C(=S)NCC2CCCO2)c1 (configuration not stated)	4.9%	-15.5%
COc1ccc(C(=O)Nc2cc(C)cc(C)c2)c(OC)c1	0.9%	3.8%
O=C(Nc1ccc([N+](=O)[O-])cc1Br)c1ccc(Br)o1	-6.6%	0.2%
C=CCc1ccccc1OCCOc1c(Br)cc(C=C2C(=O)NC(=S)NC2=O)cc1OC	2.4%	1.1%
COc1cccc(OCCn2cc(/C=N/n3cnnc3)c3ccccc32)c1	3.0%	5.6%
Cc1[nH]nc2c1C(c1cccc(O)c1)C1=C(CC(C)(C)CC1=O)N2 (configuration not stated)	-0.8%	-5.0%
c1ccc(-c2csc(NNC3=NCCCCC3)n2)cc1	3.3%	·
O=C(CCC(=O)Nc1nnc(C2CCCCC2)s1)NCC1CCCO1 (configuration not stated)	0.7%	·
COc1ccc(NC(=O)Cn2nc3n(c2=S)CCC3)cc1	-4.8%	-5.8%
O=C(NCCc1cccc(Cl)c1)c1cccnc1	-2.1%&1.4%	4.1%&5.5%
CCOc1nc(NCCO)nc(NCCC2=CCCCC2)n1	-1.6%	·
CC(=O)N1c2ccccc2C(C)(C)C2CCC(C)CC21 (configuration not stated)	-3.1%	·
O=C(CSc1ncnc2c1oc1ccccc12)NCc1ccc(F)cc1	2.3%	-9.0%
FC(F)(F)c1cnc(-n2cc[nH]c2=S)c(Cl)c1	-1.3%	·
Cn1cnc(S(=O)(=O)NCc2ccccc2)c1	-4.4%	·
CCc1ccccc1N(CC(=O)Nc1ccccc1C)S(C)(=O)=O	-3.3%	-3.9%
O=C(CSC1=Nc2ccccc2C2=NC(c3ccccc3)C(=O)N12)NC1CCCCC1 (configuration not stated)	-3.3%	·
Cc1cccn2c(=O)c(C=O)c(N3CCCCC3)nc12	0.8%	-0.8%
COc1ccc(Cc2noc(-c3ccc([N+](=O)[O-])cc3)n2)cc1OC	-0.6%	3.5%
O=S(Cc1ccc(Cl)cc1)CC(O)COCc1ccc(Cl)cc1 (configuration not stated)	-2.9%&4.5%	-22.4%&-2.2%
COc1ccc(-n2c(Cc3cccn3C)nnc2SCC(=O)Nc2ccc3c(c2)OCCO3)cc1	2.6%	5.0%
Cc1cc(C)nc(SCC(=O)N/N=C/c2ccc(O)cc2)n1	3.5%	-0.2%
CCOc1ccc(-c2nn(-c3ccccc3)cc2/C=C2\SC(=S)N(C3CCS(=O)(=O)C3)C2=O)cc1 (configuration not stated)	43.8%	·
CC1=NN(c2ccc(S(N)(=O)=O)cc2)C(=O)/C1=C\c1ccc(-c2ccc(C)c(Cl)c2)o1	-5.6%	1.5%
Cc1nc2ncnn2c(N2CCN(C(=O)c3cccc(F)c3)CC2)c1C	1.7%	·
CSc1nc(-c2ccccc2)nc(SC)c1C(C)=O	0.7%	-11.1%
COc1ccc(Nc2nc(C)cc(C)c2C(N)=O)cc1	-0.6%&-1.4%	0.8%
CN(C)CCCN1C(=O)C(=O)/C(=C(/O)c2ccc3c(c2)OCO3)C1c1cccnc1 (configuration not stated)	-3.6%	-2.7%
Cc1cc(SCc2ccccc2)nc(=O)[nH]1	-6.1%	-2.3%
COc1ccc(-c2ccc(NCCC3=CCCCC3)nn2)cc1OC	-0.4%	-4.7%
CCOC(=O)c1snc(C(=O)NC2CCCCC2)c1N	-1.3%	4.6%
CCOc1ccccc1N1C(=O)C2C3C=CC(C4CC34)C2C1=O (configuration not stated)	-3.3%	0.1%
O=C(Nc1ccc2ccccc2c1)c1cc(Cl)ccc1Cl	-3.0%	2.5%
Cc1ccccc1N(CC(=O)NC(C)(C)C)S(C)(=O)=O	1.1%	0.2%
CCOc1ccccc1C(=O)N(Cc1cccs1)C1CCS(=O)(=O)C1 (configuration not stated)	0.2%	-5.4%

Sorted by the number under Hsp70 displacement (low to high): 5 of the compounds above.
mol	Hsp70 displacement	MKP-3 inhibition
Cc1cc(SCc2ccccc2)nc(=O)[nH]1	-6.1%	-2.3%
CCOC(=O)c1snc(C(=O)NC2CCCCC2)c1N	-1.3%	4.6%
CSc1nc(-c2ccccc2)nc(SC)c1C(C)=O	0.7%	-11.1%
Cc1ccccc1N(CC(=O)NC(C)(C)C)S(C)(=O)=O	1.1%	0.2%
COc1ccc(-n2c(Cc3cccn3C)nnc2SCC(=O)Nc2ccc3c(c2)OCCO3)cc1	2.6%	5.0%

Going on with the list:
SMILES	Hsp70 displacement	MKP-3 inhibition
CCc1ccc(NC(=O)CSC2=C(C#N)C(c3ccco3)C3=C(CCCC3=O)N2)cc1 (configuration not stated)	4.0%	-4.0%
CC(=O)c1c(C(C)=O)c(C)n(-c2ccccc2N)c1C	-2.1%	1.9%
COc1ccccc1N1CCN(C(=O)C2CCN(S(=O)(=O)c3ccc(F)cc3)CC2)CC1	5.6%	-11.7%
O=C(CN1C(=O)CSc2ccccc21)NC1CCCC1	5.7%	0.8%
CC(C)(C)n1nc2c(c1NC(=O)c1ccccc1F)CS(=O)C2 (configuration not stated)	35.5%	-10.0%
Cc1cccc(Cn2c(N(C)Cc3ccccc3)nc3c2c(=O)[nH]c(=O)n3C)c1	-1.2%	0.4%
Nc1ccc2nn(-c3cccc4ccccc34)nc2c1	-0.5%	-9.1%
COc1ccc(OC)c(N(CC(=O)NC(C)c2ccccc2)S(C)(=O)=O)c1 (configuration not stated)	-5.3%	-0.7%
Cc1ccc(-n2nc3cc(C)c(NC(=O)c4ccc(Br)o4)cc3n2)cc1	2.8%	5.4%
N/C(=N\OC(=O)Cc1ccccc1)c1ccncc1	0.1%	2.7%
O=C1CC(N2CCN(c3ccc([N+](=O)[O-])cc3)CC2)C(=O)N1c1cccc(Cl)c1 (configuration not stated)	-1.0%	3.5%
COC(=O)c1ccc(C2C(C(=O)OCCOc3ccccc3)=C(C)NC3=C2C(=O)CCC3)cc1 (configuration not stated)	-0.5%	4.5%
CCCCOCCCNC(=O)CCCOc1ccccc1	2.7%	·
C=CCSc1nnc(-c2nnc(SCC=C)n2-c2ccccc2)n1-c1ccccc1	-6.6%	·
O=C(N/N=C/c1ccc([N+](=O)[O-])o1)c1ccc(O)cc1	-0.8%	-3.1%

Full records as entered above. Order of screens: Hsp70 displacement	MKP-3 inhibition
COC(=O)c1ccc(C2C(C(=O)OCCOc3ccccc3)=C(C)NC3=C2C(=O)CCC3)cc1 (configuration not stated) reads -0.5%	4.5%
CC(C)(C)n1nc2c(c1NC(=O)c1ccccc1F)CS(=O)C2 (configuration not stated) reads 35.5%	-10.0%

In the list so far, two contain a CF3 group.
SMILES	Hsp70 displacement	MKP-3 inhibition
O=C(Nc1ccccc1C(F)(F)F)c1ccc(OC2CSC2)cc1	-3.2%	0.9%
FC(F)(F)c1cnc(-n2cc[nH]c2=S)c(Cl)c1	-1.3%	·

(continued)
SMILES	Hsp70 displacement	MKP-3 inhibition
CCOC(=O)N1CCN(C(=O)CSCc2nc(-c3ccccc3F)oc2C)CC1	3.7%	·
O=C(Cc1n[nH]c(=O)c2ccccc12)Nc1ccc(-c2nnc3n2CCCCC3)cc1	-0.5%	·
O=S(=O)(c1ccc(Cl)cc1)N1CCN(Cc2ccc3c(c2)OCO3)CC1	-3.0%	2.3%
O=[N+]([O-])c1cccc(-c2noc(C34CC5CC(CC(C5)C3)C4)n2)c1	-4.3%	0.6%
COc1cccc(/C=C2\SC(=S)N(CC(=O)Nc3nccs3)C2=O)c1	-8.9%	3.2%
CNC(=O)C1CC(=O)N(Cc2ccc3c(c2)OCO3)C(=Nc2ccc(F)cc2)S1 (configuration not stated)	-4.9%	7.6%
CC(=O)Nc1c(C(=O)C2CC2)oc2ccccc12	2.4%	-12.4%
COc1ccc2c(c1OC)C(=O)N(c1nccs1)C2	0.7%	-3.4%
CCc1ccc(N2CC(C(=O)Nc3ccccc3F)CC2=O)cc1 (configuration not stated)	-0.9%&-0.1%	-7.8%&0.4%
CN(C)CCCN1C(=O)C(O)=C(C(=O)c2cc3ccccc3o2)C1c1ccccn1 (configuration not stated)	6.7%	-7.4%
Cc1ccc(N2C(=O)/C(=C/C=C/c3ccccc3)C(=O)NC2=S)cc1	-3.2%	6.3%
COc1ccc2c(CC(=O)OCC(=O)Nc3ccc4c(c3)OCO4)coc2c1	2.3%	·
CCC1/C(=N\O)CC(c2ccco2)NC1c1ccco1 (configuration not stated)	3.1%	0.5%
Cc1ccc(-c2csc(NC(=O)C3CC=CCC3C(=O)O)n2)cc1 (configuration not stated)	4.6%	-3.1%
Cc1ccc(C(C)C)c(OC(=O)c2ccccc2Br)c1	-2.5%	7.4%
Cc1cc(/C=C2\SC(=O)NC2=O)c(C)n1C1CCCCC1	1.5%	8.1%
CC(C)(O)c1cc(=O)sc2nc3ccccc3n12	3.4%	-9.0%
Cc1ccc(CSc2nnc([C@@H]3CCCN3)o2)cc1	0.2%	·
Nc1nncn1C(=O)c1c(Cl)cccc1Cl	5.2%	3.0%
COc1cccc(C(=O)Nc2ccc(NC(C)=O)cn2)c1	7.0%	-4.2%
O=C(c1ccco1)N1CCN(c2ccc(Cl)c(Cl)c2)CC1	5.2%	·
CCSc1nc2ccccc2n1C(=O)/C=C/c1cccs1	0.5%	4.2%
CCC(C(=O)Nc1cccc(C(C)=O)c1)c1ccccc1 (configuration not stated)	-4.6%	-0.8%
O=C(Cc1ccc([N+](=O)[O-])cc1)N/N=C/c1cccnc1	3.3%	0.3%
O=C(/C=C/c1ccc(F)cc1)Nc1cccc2cccnc12	0.1%	-1.0%
CCCCNCCCCOc1cc(C)c(Cl)c(C)c1	0.9%	-0.1%
COCCn1c(SCC(=O)Nc2cccc(OC)c2)nnc1-c1ccccc1	-1.2%	-12.0%
CCCOc1ccc2oc(=O)c3c(c2c1)CCCN3C(=O)CN1CCN(C(=O)c2ccco2)CC1	4.4%	5.3%
Cc1nn(C(=O)c2ccco2)c(C)c1CN1C(=O)c2ccccc2C1=O	3.0%	-3.7%
COc1c2c(nc3occc13)C(CC=C(C)C)(OC)C(O)CC2 (configuration not stated)	3.6%	·
CCOc1cc2[nH]c(=S)n(Cc3ccc(C(=O)NCC(OC)OC)cc3)c(=O)c2cc1OCC	-7.1%	·
Cc1ccc(C(=O)CCNc2ccc(F)c(Cl)c2)o1	8.5%	-1.5%
Cc1ccc(C)c(OCCCC(=O)O)c1	-0.9%	-3.9%
CC(C)N(C(=O)C1CC(=O)OC12CCCCC2)C(C)C (configuration not stated)	·	-8.1%
O=C1NC(=O)N(c2ccccc2)C(=O)/C1=C\c1ccc(-c2ccc(F)cc2)o1	0.9%	13.0%
O=C(NCCCCOc1ccccc1)C(O)(c1ccc(Cl)cc1)c1ccc(Cl)cc1	4.6%	0.8%
O=C(CN(Cc1ccccc1)S(=O)(=O)c1ccccc1)NCc1ccc(Cl)cc1	-0.4%	0.0%
Cc1ccc(N2C(=O)CC(Sc3nc4ccccc4s3)C2=O)cc1C (configuration not stated)	5.5%	2.1%
CN(C)c1ccc(C2CC(c3ccc(Br)cc3)=NN2C(=O)CCC(=O)O)cc1 (configuration not stated)	1.7%	-0.4%
Cc1csc(NC(=O)c2cccnc2)n1	2.2%	-3.1%
Cc1cc(C)c2[nH]c3nc(C)cc(C)c3c(=O)c2c1	-6.2%	4.1%
O=C(NCC(=O)N(c1ccc2c(c1)OCO2)C(C(=O)NC1CCCC1)c1ccncc1)c1ccco1 (configuration not stated)	1.1%	-3.5%
COCCOC(=O)C1=C(C)NC(=O)NC1c1ccc(OC(=O)c2ccco2)c(OC)c1 (configuration not stated)	-0.9%	-1.7%
CCOc1ccc(CCNC(=O)C2CCC(=O)N2CCc2ccccc2)cc1OCC (configuration not stated)	2.0%	·
Cc1nn(C)cc1/C=C/C(=O)c1cccs1	4.2%	·
CC(=O)N1C(C(=O)O)CSC1c1cccc(C)c1 (configuration not stated)	·	1.0%
Cc1ccc(-c2nc(CS(=O)(=O)CC(=O)NCCCN3CCN(C)CC3)c(C)o2)cc1	5.4%	1.7%
CC(C)(C)c1ccc(C(=O)NCc2cccnc2)cc1	3.4%	-9.2%
O=S(=O)(N/N=C/c1cccc(F)c1)c1ccccc1	-0.9%	2.6%
COc1ccc(NS(=O)(=O)c2coc(C(N)=O)c2)cc1Cl	-1.5%	-4.2%
Cc1ccc(NC(=O)CN(c2cccc(C(F)(F)F)c2)S(C)(=O)=O)c(C)c1	-0.6%	-0.1%
Cc1ccc(/C=N/N=C(c2ccccc2)c2ccccc2)s1	2.6%	0.2%
CC(C)Oc1cccc(C(=O)N2CCC(Cc3ccccc3)CC2)c1	-4.0%	2.5%
COc1cc(OC)cc(C(=O)NCc2n[nH]c(=S)n2-c2ccccc2OC)c1	2.7%	-9.0%
Cc1cc(NC(=O)c2ccccc2[N+](=O)[O-])no1	3.5%	3.5%
Nc1nc2nc(-c3ccco3)cc(C(F)(F)F)n2n1	2.4%	1.9%
